# From PubChem
# Bcl-XL Bim block: disrupts Bim peptide binding to human Bcl-XL. Q07817. bead flow cytometry, fluorescence. inhibition, % at 10 µM. 190,000 tested, 0.04% active. AID 1007
# RGS4-Gao reg: human RGS4-Galphao interaction regulation. 220,000 tested, 0.33% active. P09471. Multiplexed bead flow cytometry, RGS4-Galphao binding; actives lie on both sides. binding response (% of control), % at 10 µM; in the data active = binding response below about 49% or above about 150%; inactive = in between;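 note: fluorescent Galphao activated with aluminum fluoride binding bead-coupled RGS4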
# Target sequence (P09471 whole entry, looked up): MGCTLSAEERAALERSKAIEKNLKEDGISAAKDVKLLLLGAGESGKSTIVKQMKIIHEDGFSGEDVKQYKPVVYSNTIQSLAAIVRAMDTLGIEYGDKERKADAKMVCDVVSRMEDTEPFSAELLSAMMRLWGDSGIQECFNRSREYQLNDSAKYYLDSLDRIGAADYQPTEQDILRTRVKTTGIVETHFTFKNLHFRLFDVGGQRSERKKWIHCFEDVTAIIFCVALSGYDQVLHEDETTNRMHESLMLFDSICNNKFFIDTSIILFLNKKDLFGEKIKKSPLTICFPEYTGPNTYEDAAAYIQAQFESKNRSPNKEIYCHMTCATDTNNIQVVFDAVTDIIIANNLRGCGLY
# Bim-Bcl-W: disrupts Bim peptide binding to human Bcl-W; Q92843; 190,000 tested, 0.02% active; bead-based flow cytometry; inhibition, % at 10 µM;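 note: 0% = bound tracer without compound and 100% = peptide blocker; higher means less fluorescent Bim peptide bound to Bcl-W beads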
# Target sequence (Q92843 whole entry, looked up): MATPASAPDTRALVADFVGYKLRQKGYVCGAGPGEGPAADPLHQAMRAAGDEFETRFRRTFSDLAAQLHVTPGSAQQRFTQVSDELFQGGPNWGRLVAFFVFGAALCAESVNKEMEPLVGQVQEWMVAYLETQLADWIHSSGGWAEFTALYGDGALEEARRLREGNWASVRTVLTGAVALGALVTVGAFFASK
# Bfl-1 Bim block: inhibitors of Bim-Bfl-1 interaction, human; Q16548; Bead-based flow cytometry, Bim-Bfl-1 binding inhibition; inhibition, % at 10 µM; 190,000 tested, 0.12% active;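 note: 0% = wells without compound plus tracer and 100% = blocker peptide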
# RGS8-Gao: human RGS8-Galphao interaction regulation; P09471; multiplexed bead flow cytometry, RGS8-Galphao binding; actives lie on both sides; response (percent of control binding), % at 10 µM; 220,000 tested, 0.34% active; AID 1423; in the data active = response below about 60% or above about 140%; inactive = in between;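 note: Galphao activated as the GDP aluminium fluoride complex binding bead-coupled RGS8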
# Bim-Mcl-1: inhibitors of Bim-Mcl-1 interaction, human. inhibition, % at 10 µM. Bead-based flow cytometry, Bim peptide-Mcl-1 binding. 190,000 tested, 0.1% active. Q07820;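 note: 0% = no compound tracer wells and 100% = peptide blocker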
# ABCG2 block: human ABCG2 inhibition, ABCB1 as counter-screen; 190,000 tested, 0.1% active; IgMXP3 cells, JC-1 efflux, flow cytometry; inhibition, % at 6.6 µM;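 active = inhibition above 80%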;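 note: 0% = DMSO and 100% = nicardipine control wells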
#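 Test system: IgMXP3 (ABCG2) plus far-red-tagged CCRF-Adr (ABCB1) cells / Amount: 3 million cells/mL in well / Reagent: JC-1 transporter substrate / Timing: 10 min compound exposure, 25 °C / Signal: flow cytometry, 530 nm JC-1 signal / Read-out: percent efflux inhibition, scaled nicardipine 100% to DMSO 0% / Benchmarks: nicardipine as high control, DMSO as low control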
# Bim-Bcl-B: disrupts Bim peptide binding to human Bcl-B; 190,000 tested, 0.073% active; Q9HD36; AID 951; inhibition, % at 10 µM; bead-based flow cytometry;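 note: 0% = tracer peptide without compound and 100% = reference inhibitor peptide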
# Target sequence (Q9HD36 whole entry, looked up): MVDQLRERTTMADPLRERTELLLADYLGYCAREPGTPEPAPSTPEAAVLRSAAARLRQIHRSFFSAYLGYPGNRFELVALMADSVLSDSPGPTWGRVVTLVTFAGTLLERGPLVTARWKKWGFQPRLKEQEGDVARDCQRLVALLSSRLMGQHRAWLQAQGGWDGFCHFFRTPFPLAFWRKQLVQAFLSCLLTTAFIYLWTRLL
# ABCB1 block: inhibitors of human ABCB1 transporter, ABCG2 counter-screen; AID 1326; CCRF-Adr cells, JC-1 efflux, flow cytometry; P08183; inhibition, % at 6.6 µM; 190,000 tested, 0.067% active; in the data active = inhibition above about 40%;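 note: 0% = vehicle and 100% = reference inhibitor; higher value means more JC-1 retained so stronger ABCB1 efflux block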
# Bim-Bcl-2: disrupts Bim peptide binding to human Bcl-2. Bead-based flow cytometry, Bim peptide-Bcl-2 binding. inhibition, % at 10 µM. 190,000 tested, 0.06% active; in the data active = inhibition above about 40%; inconclusive = no clear call, values can overlap the other calls;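 note: 0% = no compound wells with probe peptide and 100% = reference peptide inhibitor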
# Target sequence (P10415 whole entry, looked up): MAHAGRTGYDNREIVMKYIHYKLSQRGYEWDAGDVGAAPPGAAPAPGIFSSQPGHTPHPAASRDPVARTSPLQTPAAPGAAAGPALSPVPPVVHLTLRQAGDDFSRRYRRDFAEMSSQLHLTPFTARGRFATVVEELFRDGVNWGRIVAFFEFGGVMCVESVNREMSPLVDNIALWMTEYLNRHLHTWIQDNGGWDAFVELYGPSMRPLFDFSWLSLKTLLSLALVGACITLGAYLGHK
# RGS7-Gao: modulates binding of RGS7 to human Galphao; Multiplexed bead flow cytometry; actives lie on both sides; binding response (% of control), % at 10 µM; 220,000 tested, 0.35% active; AID 1439; in the data active = binding response below about 49% or above about 150%; inconclusive = no clear call, values can overlap the other calls; inactive = in between;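 note: fluorescent Galphao held in activated GDP-AlF4 state binding bead-coupled RGS7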
# * marks the source's active call; other numbers are inactive results; ? = inconclusive. Cut-off read from the data, not from the text of the source, unless noted: active = inhibition above about 40%.
SMILES,RGS4-Gao reg,Bim-Mcl-1,Bcl-XL Bim block,ABCG2 block,Bfl-1 Bim block,Bim-Bcl-W,Bim-Bcl-2,ABCB1 block,Bim-Bcl-B,RGS7-Gao,RGS8-Gao
COc1ccc2[nH]c(=O)c(CN(C(=O)c3ccncc3)C(C)C)cc2c1,102,-2,-17,5,-11,0,-4,1.2,-6,98,100
CCOC(=O)CC1C(=O)NCCN1S(=O)(=O)c1cc(Cl)c(Cl)cc1Cl (stereo unspecified),95,0,2,1,0,0,-3,0.2,0,97,99
COc1ccc(-c2cn3cccnc3n2)cc1NC(=O)C1CCCC1,98,-3,-1,1,0,2,-1,0.3,3,95,100
Cc1cccc(C)c1NC(=S)N(CCN(C)C)C(C)c1cccnc1 (stereo unspecified),103,1,-2,1,-1,0,0,0.2,-5,107,102
O=C(Nc1cccc(N=Cc2cc(Br)cc(Br)c2O)c1)c1ccco1,94,4,-2,2,-5,-3,-7,-1.2,-5,96,94
COc1ccccc1NC(=O)CCc1nc(-c2cccs2)no1,103,-1,6,3,-6,5,-4,0.5,-7,103,101
Cc1nc(N2CCOCC2)nc(OCCN(C)C)c1[N+](=O)[O-],111,-2,-4,0,0,-3,-3,0.2,-4,110,111
COc1ccccc1Nc1nnc(SCC(=O)N2CCCC2=O)s1,108,-5,-8,1,-5,-3,-4,0.1,-8,104,101
COc1ccc(C(CNC(=O)c2cc(C)oc2C)N2CCOCC2)cc1 (stereo unspecified),98,-5,-6,8,-20,-4,-15,0.8,-11,98,98
COc1ccc(-c2c(C#N)c(N)n(N)c(=O)c2C#N)cc1Cl,104,1,1,-1,-2,0,0,-0.2,0,105,101
COc1ccc(CNC(=O)c2c(F)c(F)c(F)c(F)c2F)cc1,93,-5,-7,1,-8,-7,0,0.2,-7,51,58*
Cc1ccn2c(NCc3ccc4c(c3)OCO4)c(-c3ccc(O)cc3)nc2c1,110,-1,-3,16,9,-3,6,0.3,4,108,119
CC(C)NC(=S)NC(=O)/C=C/c1cccc2ccccc12,86,-8,-6,0,-5,-6,-8,1.1,-13,82,88
Cc1ccc(P(C)(=O)c2ccc(C)cc2)cc1,101,2,-2,3,-4,0,0,0.7,1,100,104
Cc1ccccc1Nc1nc(=O)c2cc([N+](=O)[O-])ccc2s1,97,-2,-7,34,-3,-7,-7,2.4,-4,104,100
CC(C)(C)n1nc2c(c1NC(=O)Cc1cccs1)CSC2,98,1,-4,2,-4,0,-7,0.7,-5,103,101
O=C(CCN1CCc2ccccc2C1)Nc1ccc(F)cc1,102,-2,-3,3,-2,0,-2,0.6,-2,100,101
Cc1nc(N2CCOCC2)c(C#N)c2c1COC(C)(C)C2,103,-4,-9,0,-4,-1,-3,0.2,-5,105,101
CC(C)(C)NC(=O)CN(Cc1cccs1)C(=O)CN1C(=O)C(=O)c2ccccc21,99,2,0,7,-5,0,-4,1.4,-2,98,104
COc1ccccc1NS(=O)(=O)c1ccc(N2CCOCC2)c(NC(=O)c2ccco2)c1,100,0,-3,4,4,1,0,0.9,-2,99,101
CN(C)S(=O)(=O)c1cccc(-c2nn(-c3ccccc3)cc2/C=C2\SC(=S)NC2=O)c1,86,35,43*,-3,41*,37,31,-0.6,55*,68,83
COc1c(O)cccc1-c1nnn(CCC(=O)OCC(=O)c2ccccc2)n1,98,-2,-3,9,0,-4,-4,0.4,-4,99,101
CCN(CC)Cc1cc(CC(C(N)=O)C(N)=O)ccc1OC,98,-5,-4,0,-3,0,-1,0.4,-5,101,100
CCCn1nnnc1NCc1c(F)cccc1Cl,102,2,5,2,0,3,3,0.5,3,103,103
CC(NC(=O)CSc1nc2c(cc1C#N)CN(C)CC2)c1ccccc1 (stereo unspecified),102,-4,-5,0,2,-4,-3,0.3,-8,100,100
COC(=O)c1ccc(-c2ncc[nH]2)cc1,99,1,-4,1,-5,0,-3,-0.4,-4,101,102
Cc1ccc(S(=O)(=O)CCC(=O)N2CCc3ccccc32)cc1,101,-4,-1,1,-11,-1,-11,0.5,-8,99,100
COc1cc2c(cc1OC)C(C1C(=O)CC(C)(C)CC1=O)N(C(=O)CCl)CC2 (stereo unspecified),90,0,-1,2,1,0,5,0.7,-3,92,74
CC(=O)N1CCCc2cc(S(=O)(=O)CCC(=O)N3CCN(c4cccc(C)c4)C(C)C3)ccc21 (stereo unspecified),100,-5,-2,-3,-2,-2,0,-1.5,-3,105,100
CCCn1c(N)c(C(=O)COc2ccc(Br)cc2F)c(=O)n(C)c1=O,104,0,0,0,-5,0,0,-0.4,0,?,102
O=C(CSc1nc2ccccc2c(=O)n1-c1ccc(F)cc1)NCc1ccco1,95,-4,-2,16,-8,3,-4,0.1,-5,94,99
c1cncc(C(c2nnnn2C2CCCCC2)N2CCN3CCCC3C2)c1 (stereo unspecified),100,0,-4,-2,2,0,0,-0.4,-1,99,102
COc1cc(C(=O)Oc2cccc(Nc3ncnc4ccccc34)c2)cc(OC)c1OC,106,-7,-7,25,-10,-3,-6,2.4,-8,101,104
Clc1ccc(Cc2nc(-c3ccncc3)no2)cc1,93,15,3,1,-2,11,0,-0.1,0,90,100
COc1ccccc1N1CCN(C(=O)c2ccc(S(=O)(=O)N3CCCC3)cc2)CC1,98,-2,-5,6,-11,1,-13,2.1,-9,94,97
COc1cc(C)c(Cl)cc1S(=O)(=O)n1cnc(C)c1,101,0,-4,1,-12,-1,-11,0.5,-9,101,100
COc1ccc(Oc2nc(-c3ccccc3)ncc2C(=O)O)cc1,101,0,-1,5,-2,0,0,0.7,-1,102,102
CCC(=O)N1CCN(c2ccc(NC(=O)c3cc4ccccc4o3)cc2)CC1,102,-3,-4,2,-2,-2,2,0.4,3,102,102
O=C1CN(C(=O)CSc2nc(-c3ccccc3)cs2)c2ccccc2N1,104,-3,-5,7,-2,-2,-5,0.6,-5,98,102
COc1ccc(NC(=O)CC2C(=O)N(c3ccc(OC)cc3)C(=S)N2NC(=O)c2cccc(F)c2)cc1 (stereo unspecified),102,-26,-15,-4,-4,-13,-4,0.0,-11,99,102
CN1C(=O)CC(NNC(=O)c2ccc(Cl)cc2)C1=O (stereo unspecified),100,-3,-1,0,-7,-2,-4,0.0,1,105,101
COc1ccccc1CNC(=O)C(C)NS(=O)(=O)c1ccc(Br)cc1 (stereo unspecified),94,0,-8,3,3,-3,0,1.4,-7,94,88
COc1ccc(CCNC(=O)C2CCN(S(C)(=O)=O)CC2)cc1OC,100,1,-2,0,0,-5,-1,0.3,0,99,116
CC(=O)c1c(C)nc2nonc2c1N,99,0,0,2,-1,-1,0,0.3,0,98,99
COC(=O)c1c(C)[nH]c(C(=O)CC#N)c1C,97,0,-1,11,-4,-2,-1,0.3,-2,93,101
CC1=C(CC/C(C)=N/NC(N)=S)C(C)(C)CCC1,97,-2,-5,0,0,-5,0,0.4,-12,98,99
CS(=O)(=O)N(CC(=O)Nc1ccc(Cl)c(Cl)c1)C1CCCCC1,102,-3,-11,49,-18,0,-11,1.1,-10,98,99
CC(C)c1nnc(NC(=O)CCS(=O)(=O)c2nc(-c3cccs3)cc(C(F)(F)F)n2)s1,93,-2,-5,35,-6,0,2,0.8,-10,93,94
COc1ccc(C2(O)CCN(C(=O)NC3CCCCC3)CC2)cc1,101,2,-2,5,-16,1,-4,1.2,-3,100,100
O=C(Cn1cc(C(=O)c2cccs2)c2ccccc21)NC1CCCCC1,85,-2,-6,3,-11,0,-9,2.0,-11,86,92
CCOC(=O)c1cc2c(ccn2C)n1CC(=O)Nc1ccc(F)cc1,100,-4,-5,0,-8,-3,-4,0.0,-5,102,101
CCC(C)(C)NC(=O)C(c1cccnc1)N(C(=O)c1csnn1)c1ccc(C)cc1 (stereo unspecified),102,2,3,2,-2,2,1,-0.1,1,96,99
CCOC(=O)C(CC)n1cnc2c(oc3ccccc32)c1=O (stereo unspecified),99,-2,-6,4,-20,-1,-12,1.7,-9,102,101
Cc1cc(NS(=O)(=O)c2ccc(NC(=O)NC(C)(C(F)(F)F)C(F)(F)F)cc2)no1,102,1,-2,0,-7,0,-10,0.0,-6,103,101
CN1CCCN(C(=O)C2CCCCC2)CC1,99,-1,-7,4,-3,-3,-4,0.5,-6,100,100
CNC(=S)N(Cc1ccco1)Cc1cc2cc3c(cc2[nH]c1=O)OCCO3,99,-10,-9,25,-12,-4,-7,0.9,-11,100,100
Cn1c(SCc2nnc(-c3ccccc3Br)o2)nc2sc3c(c2c1=O)CCC3,95,-1,0,1,-5,0,-3,2.8,-3,102,99
CCC1(CC)NC(=O)N(CC(=O)Nc2sc3c(c2C(N)=O)CCC3)C1=O,94,0,3,0,-1,-3,-1,0.0,1,91,101
Cc1cccc(Nc2nc(NCC3CCCO3)nc(N)c2[N+](=O)[O-])c1 (stereo unspecified),101,-7,-14,6,-16,-12,-12,0.7,-12,101,99
COc1ccc2cc(C(=O)Nc3ccccc3)sc(=O)c2c1OC,105,0,-4,5,0,-1,4,0.3,-4,103,103

# Next part
SMILES,RGS4-Gao reg,Bim-Mcl-1,Bcl-XL Bim block,ABCG2 block,Bfl-1 Bim block,Bim-Bcl-W,Bim-Bcl-2,ABCB1 block,Bim-Bcl-B,RGS7-Gao,RGS8-Gao
CCC1S/C(=C(\C#N)C(N)=O)N(c2ccc(F)cc2)C1=O (stereo unspecified),106,-1,-10,-3,-13,-3,-8,-2.8,-12,105,102
O=C(Nc1ccccc1)Nc1ccccc1Br,105,0,-2,2,-8,0,-4,0.3,-6,108,106
O=C(N/N=C/c1cn(-c2cccs2)nc1-c1ccccc1)c1ccccc1O,96,1,-1,-1,0,0,2,-0.1,1,100,99
CCOc1cc(S(=O)(=O)NCCc2cccc(C)c2)c(OCC)cc1-n1cnnn1,100,-2,0,3,0,-2,-4,0.9,-3,98,97
COC(=O)c1sc2ccccc2c1-n1cccc1C(=O)C(=O)Nc1ccc(C)cc1,104,3,-1,3,-10,2,-2,0.1,-5,99,92
Cc1ccc(C)c(-c2nc3ccc(N)cc3[nH]2)c1,103,-1,-3,-1,0,-1,0,-0.1,-1,101,103
Cc1cccc(N(CC(=O)NCCSc2nc3ccccc3s2)S(=O)(=O)c2ccccc2)c1,102,-1,-6,19,-5,-2,-6,1.7,-5,100,101
COc1ccccc1NS(=O)(=O)c1cc(NC(=O)C(C)C)ccc1N1CCCCC1,95,-10,-14,-2,15,-1,-7,-0.1,-54,?,92
COc1ccc(C(C)=O)cc1CSc1nc2cc(C(=O)O)ccc2c(=O)n1Cc1ccccc1,101,-2,-6,-3,-1,-3,0,0.0,-4,99,103

# Results in RGS7-Gao, ABCB1 block and Bim-Bcl-2 (two entries from above):
Molecule	RGS7-Gao	ABCB1 block	Bim-Bcl-2
COc1cc(C)c(Cl)cc1S(=O)(=O)n1cnc(C)c1	101	0.5	-11
O=C(CSc1nc2ccccc2c(=O)n1-c1ccc(F)cc1)NCc1ccco1	94	0.1	-4
